LGR2 inh: inhibitors of bursicon-induced Drosophila LGR2 receptor cAMP signaling; HEK293 LGR2, CRE-luciferase, bursicon-stimulated, 4 h; inhibition, % at 9.99 µM; 380,000 compounds, 0.35% hits; AID 720647;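 active means drop in luminescence signal, shown as inhibition above about 50% in the replicate tests, limit read from the data, passing the limit was not always enough; inconclusive means probably only some replicates passing the limit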;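 further: agonist challenge used bursicon conditioned medium at about half maximal strength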
FN deposit inh: fibronectin deposition inhibition; inhibition, % at 12.6 µM; 350,000 compounds, 0.086% hits; AID 743247; AH1F fibroblasts, Alexa488-fibronectin deposition fluorescence, overnight;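 active means mean inhibition across replicates of 30% or more, regardless of how many single replicates reach that level; inconclusive means mean under 30% yet at least half of replicates reach 30%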;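 further: positive control wells lacked labelled fibronectin entirely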
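Material: AH1F fibroblasts assembling fluorescent fibronectin matrix; amount: 10000 AH1F cells/well; medium: DMEM, 2% serum; reagent: Alexa488-fibronectin, 24 nM final in well; dosing: single compound dose, delivered by pin transfer; incubation: 1 h adhesion, overnight exposure; detection: fluorescence after three HBSS washes, excitation 485 nm, emission 525 nm; measure: fibronectin deposition inhibition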
C2C12 statin: protects C2C12 myotubes from simvastatin toxicity; ATP luminescence, 48 h; scaled: DMSO 0, geranylgeraniol control 100; rescue of ATP level, % at 7.49 µM; 330,000 compounds, 0.78% hits;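 active means mean ATP rescue above about 67%, or every replicate alone reaching that limit, limit read from the data, passing the limit was not always enough; inconclusive means no clear call, values can overlap the other calls; inactive means mean under the limit and some replicate under it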;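 further: myotubes were challenged with 10 µM simvastatin during compound exposure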
S100A4 inh HTS: inhibitors of human S100A4 binding to myosin IIA peptide; P26447; S100A4/TAMRA-MyoIIA peptide fluorescence polarization; inhibition, % at 10.7 µM; 360,000 compounds, 0.14% hits; AID 652163;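 active means mean inhibition of at least 70% across replicates, with every replicate also reaching that level; inconclusive means mean inhibition reaches 70% but some replicates fall short; inactive means mean inhibition below 70%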
Target sequence (P26447 whole entry, looked up): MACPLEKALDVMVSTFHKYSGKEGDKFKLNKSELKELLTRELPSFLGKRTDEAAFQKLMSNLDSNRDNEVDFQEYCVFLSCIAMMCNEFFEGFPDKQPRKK
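Material: S100A4 monomer protein / Buffer or medium: 50 mM HEPES pH 7.2, 10 mM CaCl2, 100 mM KCl / Times: 5 min incubation before reading / Benchmarks: neutral control DMSO, positive control TFP / Reagent: labelled myosin peptide probe, 5 nM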
esBAF inh: blocks esBAF chromatin remodeling in mouse ES cells; AID 602393; 350,000 compounds, 2% hits; Bmi1-luciferase knock-in reporter, 24 h; 100% = twice the neutral-well signal; reporter increase, % at 12.5 µM; in the data active means activation above about 40%; inconclusive means no clear call, values can overlap the other calls;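 further: 0% = median of the plate's neutral control wells and 100% = double that signal; a rise in the Bmi1 reporter signal indicates esBAF inhibition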
SIRT5 block: blocks human SIRT5 desuccinylation of peptide | 330,000 compounds, 1.1% hits | AID 652115 | inhibition, % at 15 µM | Q9NXA8 | Purified SirT5, succinyl-peptide AMC, trypsin-coupled fluorescence; in the data active means inhibition above about 15%; inconclusive means no clear call, values can overlap the other calls
Target sequence (Q9NXA8 whole entry, looked up): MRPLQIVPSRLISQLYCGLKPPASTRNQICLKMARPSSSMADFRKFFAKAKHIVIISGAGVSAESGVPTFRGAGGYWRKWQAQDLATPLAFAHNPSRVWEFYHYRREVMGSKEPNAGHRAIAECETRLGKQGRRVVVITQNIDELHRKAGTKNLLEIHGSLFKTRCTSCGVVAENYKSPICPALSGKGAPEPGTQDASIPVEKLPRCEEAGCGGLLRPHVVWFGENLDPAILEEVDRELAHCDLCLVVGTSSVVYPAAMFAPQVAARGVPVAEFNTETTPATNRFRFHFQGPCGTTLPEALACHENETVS
Casp6 inh: blocks human caspase-6 cleavage activity. P55212. purified caspase-6, Z-VEID-R110 cleavage fluorescence. inhibition, % at 12.5 µM. 350,000 compounds, 0.53% hits;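 active means mean inhibition across replicates at least about 35%, with every replicate also reaching that limit, limit read from the data; inconclusive means only one of the two criteria met; inactive means neither criterion met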;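 further: 0% = median of neutral control wells and 100% = no fluorescence left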
Target sequence (P55212 24-179 limits assumed): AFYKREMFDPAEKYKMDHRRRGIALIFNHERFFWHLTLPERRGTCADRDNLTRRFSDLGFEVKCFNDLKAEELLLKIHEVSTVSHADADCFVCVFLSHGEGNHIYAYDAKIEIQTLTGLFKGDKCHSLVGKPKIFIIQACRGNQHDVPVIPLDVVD
Target sequence (P55212 194-293 limits assumed): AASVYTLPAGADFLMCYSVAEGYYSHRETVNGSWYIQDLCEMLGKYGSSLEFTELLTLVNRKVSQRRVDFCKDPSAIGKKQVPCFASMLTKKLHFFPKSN
* = called active by the depositor; ? = inconclusive; nt = not tested or not shown; & = joins results of further samples.

SMILES	LGR2 inh	FN deposit inh	C2C12 statin	S100A4 inh HTS	esBAF inh	SIRT5 block	Casp6 inh
O=C(COC(=O)c1ccc(O)cc1)Nc1ccc(Cl)cc1	-5	-6	nt	-4	nt	-3	13
O=C(CN1CCN(CC(=O)Nc2ccccc2F)CC1)Nc1cccc(F)c1	0	-3	-3	0	0	-1	nt
COc1ccc(NC(=O)Nc2ccc3c(c2)C(=O)N([C@@H](C)CO)C[C@@H](C)[C@H](CN(C)C(=O)Nc2ccc4c(c2)OCO4)OCCCC[C@@H](C)O3)cc1	-1	nt	nt	-4	-4	-3	1
CN(CC(=O)Nc1ccc(F)cc1)C(=O)COC(=O)CN1C(=O)NC2(CCCC2)C1=O	11	nt	nt	-1	nt	0	5
CC(=O)N1CCc2c(sc(NC(=O)CCS(=O)(=O)c3ccc(C)cc3)c2C#N)C1	0	6	nt	0	nt	-3	1
O=C(O)c1cc(S(=O)(=O)Nc2ccc3cn[nH]c3c2)ccc1Br	-6	-9	-3	-8	-1	-3	43*
COc1cccc2c1C(=O)CC1C2CCC2CC(=O)CCC21C (configuration not stated)	nt	2	nt	4	nt	-2	3
Cn1c(=O)[nH]c(=O)c2c1nc(NN)n2CCOc1ccccc1	8	1	4	-6	-5	-5	0
CCN1CCN(CCCNC(=O)CCC(=O)N2CCOc3ccc(Cl)cc32)CC1	-22	-6	-2	1	-5	-1	-5
Cc1cc(C)c(OCC(=O)Nc2ccccn2)c([N+](=O)[O-])c1	-13	0	-6	nt	7	nt	nt
O=C(Nc1cc(S(=O)(=O)Nc2ccc(Cl)cc2)ccc1O)c1ccc(S(=O)(=O)N2CCCCCC2)cc1	8	-10	9	-4	0	-6	-3
C[C@@H]1CN([C@H](C)CO)C(=O)CCCn2nncc2CO[C@@H]1CN(C)C(=O)C1CCCCC1	-5	-6&-5	8&-9	4&3	4&1	-2&3	-3&2
COc1ccc(NC(=O)CC(C)CC(=O)NCc2ccccc2)c(OC)c1 (configuration not stated)	-10	5	-6	2	1	-3	1
O=C(NC(=S)Nc1ccc(S(=O)(=O)Nc2ncccn2)cc1)c1cccc(Br)c1	-12	10	nt	0	nt	3	-1
COc1cc(C(=O)NCc2ccc(-c3nc4ccccc4s3)cc2)cc(OC)c1OC	nt	-10	nt	-3	nt	6	-1
COc1cccc(OC)c1OCC(C)CNCC1CCCO1 (configuration not stated)	-3	nt	nt	2	nt	0	-4
CCCCc1cc(=O)oc2c3c(cc(OCC(=O)N4CCC[C@H]4C(=O)O)c12)OC(C)(C)CC3	nt	nt	12	-1	-8	nt	4
C[C@H]1CN([C@@H](C)CO)S(=O)(=O)c2ccc(C#CC3CCCCC3)cc2O[C@H]1CN(C)C(=O)Cc1ccncc1	-3	nt	?	-12	18	2	-1
C#CCN(C[C@@H]1[C@@H](OC(=O)Nc2cccs2)[C@@H](OC(=O)Nc2cccs2)Cn2c(=O)ccc(=O)n21)S(=O)(=O)c1ccc(C)cc1	48	-1	33	5	-44	-1	2
O=C(COC(=O)c1cc(=O)c2ccccc2o1)NCc1ccc(Cl)cc1	-3	20	-2	-3	-6	-2	-4
COc1ccc(CCNC(=O)c2ccc(N(C)S(=O)(=O)c3ccc(C)cc3)cc2)cc1	14	8	nt	-5	nt	1	2
CCOCCCNC(=O)c1cc2c(=O)n(CC)c3ccccc3c2s1	-2	6	-61	1	-52	-8	4
Cc1ccc(CN2CCN(Cc3cnc(C)s3)CC2CCO)cc1 (configuration not stated)	-22	-6	5	-2	-3	-6	0
O=C(O)CN1C(c2ccccc2O)Nc2ccc(Br)cc2C1c1ccccc1 (configuration not stated)	2	-2	nt	-1	nt	2	9
CO[C@H]1CN(C)C(=O)c2cc(NS(=O)(=O)c3ccccc3C)ccc2OC[C@H](C)N(C)C[C@H]1C	10	-5	5	?	-1	-5	1
Remaining list, next part.
SMILES	LGR2 inh	FN deposit inh	C2C12 statin	S100A4 inh HTS	esBAF inh	SIRT5 block	Casp6 inh
COc1cc(/C=N/NC(=O)CCC(=O)Nc2ccc(F)cc2)ccc1O	6	7	3	-4	-4	-2	-3
CCN(CC)C(=O)COc1c(-c2ccco2)oc2ccccc2c1=O	8	10	18	0	-7	-3	3
Cc1ccc2nc(NNC(=O)c3ccc(S(=O)(=O)N4CCc5ccccc5C4)cc3)sc2c1	34	11	40	-1	-16	0	-1
O=c1c(Cl)c(Cl)cnn1Cc1nnc(-c2ccc(Cl)cc2)o1	104*	-10	nt	9	nt	-1	0
Cc1cc(OCCCn2cnc3ccccc3c2=O)ccc1[N+](=O)[O-]	-4	-2	nt	-1	nt	1	1
Cc1nn(-c2ccc(Cl)cc2)c2sc(C(=O)c3c(N)n(C)c(=O)n(C)c3=O)cc12	nt	8	-9	nt	-8	nt	nt
Cc1ccc(C(=O)N/C(=C/c2ccco2)C(=O)N2CCCCCC2)cc1	-2	-1	7	1	-2	4	2
CCc1cc(=O)oc2cc(C)cc(OC(C)C(=O)NCc3ccccn3)c12 (configuration not stated)	18	-2	7	-3	-2	-11	3
CN(Cc1c(C(=O)N/N=C/c2cccc(Cl)c2)nnn1-c1nonc1N)c1ccccc1	-4	-3	1	-2	-5	-3	1
Cc1ccc(C(=O)Nc2ccccc2N2CCCC2)s1	-27	6	3	-1	4	-29	-77
Cc1cc(C(=O)NC2CCCc3c2cnn3-c2ccc(C(C)(C)C)cc2)n[nH]1 (configuration not stated)	9	-23	-4	-3	8	-7	-1
CC(C)(C)OC(=O)N1CCC[C@H]1C(=O)O	3	-1	4	-3	-3	nt	2
COc1ccc(N(C(=O)Cn2nnc3ccccc32)C(C(=O)NC(C)(C)C)c2ccc(OC)c(O)c2)cc1 (configuration not stated)	-7	-1	5	-1	1	3	0
Cc1ccc(-c2cccc(C3CC=CC4C3C(=O)N(Cc3ccccc3)C4c3ccc4ccccc4c3)c2)cc1 (configuration not stated)	-36	6	-4	-12	-2	nt	-1
CCOC(=O)C1C(=O)NC(SCC(N)=O)=C(C#N)C1c1ccccc1OCC (configuration not stated)	nt	-1	3	nt	4	nt	nt
COCCCNC(=S)NCCCNc1nc2cc(C)cc(C)c2cc1C#N	-6	-10	nt	-2	nt	-3	-5
COc1cccc2cc(C(C)OC(=O)Nc3ccc(C)cc3)oc12 (configuration not stated)	-12	8	nt	1	nt	-1	3
C[C@H](CO)N1C[C@H](C)[C@@H](CN(C)C(=O)NC2CCCCC2)Oc2ccc(NS(=O)(=O)c3cccs3)cc2CC1=O	4	-3	-22	-11	2	3	4
CC(C)c1nnc(NC(=O)C2CCCO2)s1 (configuration not stated)	-15	nt	nt	9	nt	nt	0
CNc1nnc(-c2ccc(OC)cc2)s1	-68	-2	nt	-6	nt	0	0
CSc1ccccc1NC(=O)c1ccccc1N(C)S(C)(=O)=O	nt	0	-1	nt	-7	nt	nt
CC(C)Sc1nnc(CNC(=O)C23CC4CC(CC(C4)C2)C3)n1Cc1ccccc1	10	0	nt	-3	nt	2	3
O=C1NC[C@@H](CCCCN2C[C@H](Cc3ccccc3)N(Cc3ccccc3)C(=O)C2=O)N(Cc2ccccc2)C1=O	14	9	nt	-7	nt	-2	4
CC(Oc1ccc2ccc(=O)oc2c1)C(=O)NC(Cc1c[nH]c2ccc(O)cc12)C(=O)O (configuration not stated)	3	nt	-5	-4	4	10	10
CCOc1ccc(C(CC(=O)O)NC(=O)c2sc3ccccc3c2Cl)cc1 (configuration not stated)	8	3	nt	5	nt	6	-1

Of the compounds above, 3 have fluorine.
SMILES	LGR2 inh	FN deposit inh	C2C12 statin	S100A4 inh HTS	esBAF inh	SIRT5 block	Casp6 inh
O=C(CN1CCN(CC(=O)Nc2ccccc2F)CC1)Nc1cccc(F)c1	0	-3	-3	0	0	-1	nt
CN(CC(=O)Nc1ccc(F)cc1)C(=O)COC(=O)CN1C(=O)NC2(CCCC2)C1=O	11	nt	nt	-1	nt	0	5
COc1cc(/C=N/NC(=O)CCC(=O)Nc2ccc(F)cc2)ccc1O	6	7	3	-4	-4	-2	-3

More results follow.
SMILES	LGR2 inh	FN deposit inh	C2C12 statin	S100A4 inh HTS	esBAF inh	SIRT5 block	Casp6 inh
C[C@@H]1CN([C@@H](C)CO)C(=O)Cc2cc(NC(=O)Nc3cccc4ccccc34)ccc2O[C@@H]1CN(C)S(=O)(=O)c1cccs1	0	nt	47	nt	0	nt	nt
O=C(CSc1ccc2nnc(-c3ccc(Cl)cc3)n2n1)N1CCCC1	-13	-4	-5	-1	13	-2	3
Cn1nc(-c2ccc(Cl)cc2)c2cc(C(=O)N3CCN(C(=O)c4ccco4)CC3)sc21	5	7	11	-3	7	nt	7
Cc1ccc(-n2ncc(C(=O)N3CCc4ccccc4C3)c2NC(=O)c2ccco2)cc1C	-3	-3	77*	nt	-7	nt	nt
COc1ccc(CNC(=O)c2nnn(Cc3ccc(OC)cc3)c2N)cc1	3	0	6	1	-2	-2	-2
COC(=O)[C@]1(Cc2ccccc2)N[C@H](CN(C)C(=O)c2ccc(C)cc2)[C@@H]2C(=O)N(C)C(=O)[C@@H]21	9	4	-5	-3	2	nt	2
NC(=O)C1CCN(c2nc(-c3cc4ccccc4o3)cs2)CC1	-8	-7	4	0	?	nt	3
Cc1cc(Br)ccc1NC(=O)CNC(=O)CSc1ncccn1	8	0	-5	4	2	-3	-2
Nc1ccccc1Nc1cc(-c2ccccc2)nn1-c1cccc(Cl)c1	0	-1	nt	2	nt	-3	-2
CCc1nc2ccc(C(=O)Nc3ccc(OC)c(OC)c3)cn2c1N(CC)Cc1cccc(Br)c1	4	-9	15	0	6	-2	1
COc1ccc(S(=O)(=O)N2CN(Cc3ccco3)c3nc4ccccc4nc32)cc1	nt	7	19	nt	15	nt	nt
O=[N+]([O-])c1ccccc1CSc1ccccn1	-8	3	nt	-5	nt	-4	1
Cc1sc2c(c1C)CN(Cc1ccncc1)CN2C(=O)c1ccco1	-9	nt	9	nt	13	nt	nt
Cc1noc(C)c1C(=O)N1CCCC(Nc2ccc(C(C)C)cc2)C1 (configuration not stated)	-13	1	19	2	-3	0	8
CC(Sc1nc(N)cc(=O)[nH]1)C(=O)NCC(=O)Nc1ccc(F)c(F)c1F (configuration not stated)	0	2	-2	-4	-6	-2	-6
Cc1cc(C(=O)CSc2nnc(-c3ccco3)o2)c(C)n1Cc1ccco1	nt	nt	nt	0	11	1	-2
CN1CCN(C(=O)C[C@@H]2CC[C@H]3[C@H](COc4ccc(NC(=O)c5cccs5)cc4C(=O)N3C)O2)CC1	-7	7	25	-1	8	-5	-2
Cc1ccc2c(CN3CCN(c4ccc(Cl)c(Cl)c4)CC3)cc(=O)oc2c1	-7	-1	1	-4	-10	0	-3
COc1ccc(-c2ccccc2[C@H]2[C@@H](CO)N(C(=O)C3CCC3)[C@H]2C#N)cc1	3	-1	nt	2	nt	2	0
CCc1ncc(CN2CCC(C(=O)Nc3cccc(-c4cscn4)c3)CC2)cn1	7	10	-29	-1	0	-3	-3
C[C@H]1CCCCO[C@H](CN(C)CC2CC2)[C@@H](C)CN([C@@H](C)CO)C(=O)c2cc(NC(=O)Nc3ccccc3)ccc2O1	nt	nt	nt	-1	-1	-3	1
CCCCn1cnc2c(c1=O)c1nc3ccccc3nc1n2Cc1ccc2c(c1)OCO2	-3	0	30	-4	4	0	0
O=C(N/N=C/C=C/c1ccco1)/C(=C/c1ccccc1)NC(=O)c1ccccc1	9	-11	4	-3	-4	nt	3

With a hit mark in LGR2 inh, among the entries above:
| Molecule | LGR2 inh | S100A4 inh HTS | esBAF inh | SIRT5 block | Casp6 inh |
| --- | --- | --- | --- | --- | --- |
| O=c1c(Cl)c(Cl)cnn1Cc1nnc(-c2ccc(Cl)cc2)o1 | 104* | 9 | nt | -1 | 0 |

Source: PubChem

This is a subset; count on the stated rates, not on these rows.
